Source: PubChem BioAssay
HCMV antiviral: qHTS Assay for inhibitors of the human cytomegalovirus (HCMV); HFF cells, HCMV-luciferase reporter, 72 h; hits give low values; activity change, negative = inhibition, % at 57.5 µM; hit rate 4.5% among 410,000; AID 1259415, 2018; in the data active means activity change below about -60%; inconclusive means no clear call, values can overlap the other calls; inactive means above about -39%
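Screen run at 2 compound doses on HFFs infected with reporter HCMV, MOI 1 PFU/cell. Luciferase activity from cell lysates at 72 h post infection gave inhibition relative to buffer-only and Salinomycin wells.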
AMA1 RON2 block: qHTS for Inhibitors of AMA1-RON; Towards Development of Antimalarial Drug Lead: Primary Screen; hit rate 0.2% among 360,000; Potency, µM (series often up to 58.2 µM), for inactives: at the top dose activity change, negative = inhibition, actives largely listed as inhibitors; AlphaScreen AMA1-biotinylated RON2 peptide binding; Plasmodium falciparum AMA1 (3D7) - RON2 peptide interaction;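 further: potency means the concentration at half of the fitted maximal effect; 0% = vehicle wells and -100% = peptide control; nearly all actives have a fitted effect of over 45% in size; some results filed as inactive show a strong effect at the top dose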
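AMA1 (3D7) with his tag at 25 nM final met compounds first, then biotinylated RON2 peptide at 25 nM; detection used donor plus acceptor beads, 10 µg/mL apiece, read by AlphaScreen after 30 min at room temperature.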
LmPK inhibitor: qHTS Assay for Inhibitors of Leishmania Mexicana Pyruvate Kinase (LmPK). purified LmPK, Kinase-Glo ATP luminescence, 1 h. AID 1721, 2009. hit rate 0.37% among 290,000. Q27686. Potency, µM (top dose mostly 57.5 µM), for inactives: top-dose activity change, negative = inhibition, actives largely listed as inhibitors; further: potency means the concentration at half of the fitted maximal effect
Target sequence (Q27686 whole entry, looked up): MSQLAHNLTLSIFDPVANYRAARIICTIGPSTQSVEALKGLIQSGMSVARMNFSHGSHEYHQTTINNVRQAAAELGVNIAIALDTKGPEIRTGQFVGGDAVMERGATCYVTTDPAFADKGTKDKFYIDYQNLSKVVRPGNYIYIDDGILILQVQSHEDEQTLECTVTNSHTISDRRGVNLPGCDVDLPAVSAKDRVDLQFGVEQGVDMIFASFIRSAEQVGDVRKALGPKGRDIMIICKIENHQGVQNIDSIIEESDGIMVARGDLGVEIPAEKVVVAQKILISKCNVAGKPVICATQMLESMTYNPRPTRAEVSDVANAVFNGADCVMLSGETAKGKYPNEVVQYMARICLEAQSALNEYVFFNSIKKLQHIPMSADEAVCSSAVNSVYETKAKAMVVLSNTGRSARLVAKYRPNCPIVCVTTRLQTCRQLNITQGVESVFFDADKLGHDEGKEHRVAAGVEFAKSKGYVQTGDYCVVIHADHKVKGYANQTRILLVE
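0.1 nM LmPK, 0.5 mM PEP, 0.1 mM ADP; 50 mM imidazole pH 7.2, 7 mM MgCl2, 50 mM KCl; 1 h RT. Kinase-Glo luminescence readout, normalized to no-enzyme (full inhibition) and uninhibited wells.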
TbPYK inhibitor: qHTS of Trypanosoma Brucei Inhibitors; TbPYK enzyme, Kinase-Glo Plus ATP luminescence, 45 min; hit rate 0.12% among 410,000; pyruvate kinase (Trypanosoma brucei), Q57TT1; Potency, µM (top dose mostly 76.8 µM), for the others: at the highest dose activity, negative = inhibition, usual class: inhibitors; further: potency means the concentration at half of the fitted maximal effect; nearly all actives have a fitted effect of over 50% in size
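Screened from lowest to highest concentration, compounds were pinned into TbPYK/substrate mixtures, and ADP (130 uM final) was added. Plates sat at room temperature for 45 min prior to Kinase-Glo Plus detection by luminescence.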
AmpC inh no detg: qHTS Inhibitors of AmpC Beta-Lactamase (assay without detergent); hit rate 0.52% among 330,000; AmpC nitrocefin hydrolysis, absorbance 480 nm, 0.0001% Triton; P00811; Potency, µM (series often up to 57.1 µM), inactives show top-dose activity change, negative = inhibition, most hits filed as inhibitors;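 further: potency means the concentration at half of the fitted maximal effect; plate controls were no compound for no effect and no enzyme for full effect; nearly all actives have a fitted effect of over 20% in size; some results filed as inactive show a strong effect at the top dose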
Target sequence (P00811 whole entry, looked up): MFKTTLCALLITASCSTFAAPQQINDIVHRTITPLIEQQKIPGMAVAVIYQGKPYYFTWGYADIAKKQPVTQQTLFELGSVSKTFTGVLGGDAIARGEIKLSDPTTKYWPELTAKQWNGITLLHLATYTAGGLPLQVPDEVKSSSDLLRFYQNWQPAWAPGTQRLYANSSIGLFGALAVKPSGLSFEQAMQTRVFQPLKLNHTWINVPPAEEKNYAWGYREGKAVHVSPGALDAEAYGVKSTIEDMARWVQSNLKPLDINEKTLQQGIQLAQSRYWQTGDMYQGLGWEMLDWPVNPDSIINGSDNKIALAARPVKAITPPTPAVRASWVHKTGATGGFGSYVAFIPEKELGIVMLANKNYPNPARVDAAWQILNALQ
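20 mM phosphate pH 7.0 + 0.01% (detergent screen) or 0.0001% Triton X-100; 5.3 nM AmpC reagent; cpd preinc 15 min RT; nitrocefin (800 uM stock) to start; A480 q20 s × 4 min; Activity was normalised to no-enzyme and no-compound control wells.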
Sm TGR inh: qHTS Assay for the Inhibitors of Schistosoma Mansoni Peroxiredoxins | Schistosoma mansoni thioredoxin glutathione reductase (TGR), Q962Y6 | purified TGR, DTNB reduction, TNB absorbance 405 nm | Potency, µM (highest dose often 114 µM), inactives show at the highest dose activity change, negative = inhibition, hits mostly inhibitors | hit rate 3% among 360,000 | AID 485364, 2010; further: potency means the concentration at half of the fitted maximal effect; nearly all actives have a fitted effect of over 60% in size
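TGR 20 nM + NADPH 100 uM (dispensed conc.), cpd preinc 15 min RT; start with NADPH (500 uM addition) then DTNB (15 mM addition). Kinetic TNB absorbance, 405 nm filter. Four-parameter Hill fit across titration.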
AmpC detergent: qHTS Inhibitors of AmpC Beta-Lactamase (assay with detergent) | P00811 | AmpC hydrolysis of nitrocefin, absorbance 480 nm, 0.01% Triton | Potency, µM (series often up to 114 µM), inactives show top-dose activity change, negative = inhibition, hits mostly inhibitors | hit rate 0.041% among 370,000 | AID 485294, 2010;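 further: potency means the concentration at half of the fitted maximal effect; 0% = no-compound wells and -100% = no-enzyme wells; nearly all actives have a fitted effect of over 25% in size; some results filed as inactive show a strong effect at the top dose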
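AmpC (5.3 nM in the dispensed reagent) in 20 mM phosphate pH 7.0 with 0.01% (detergent screen) or 0.0001% Triton X-100 was preincubated with compounds for 15 min at room temperature. Nitrocefin was then added from an 800 uM solution, and hydrolysis was followed at 480 nm.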
* = called active by the depositor; ? = inconclusive; · = no result given; & = joins results of further samples; [ ] = another dose, or the depositor's remark. Unless noted, the call rests on the fitted dose curve; in most records, active means well fitted curve in the direction sought with a large enough effect; inconclusive means small, poorly fitted or top-dose-only effect, or another doubt; inactive means no such curve, though single readings can be large; an effect the other way counts as inactive or inconclusive. Unless noted, on the % scale 0 is the no-effect control and ±100 the full control effect.

SMILES | HCMV antiviral | AMA1 RON2 block | LmPK inhibitor | TbPYK inhibitor | AmpC inh no detg | Sm TGR inh | AmpC detergent
CCn1c(=O)[nH]c2cc(Cl)c(Cl)cc21 | 26.6 | -5.7% | · | -3.6% | -15.9% | -3.4% | ?
Nc1c(C(=O)O)sc2nc(-c3ccccc3)cc(-c3ccc(Cl)cc3)c12 | 5.7 | 30.6%[activator] | -0.8% | -2.7% | -38.6% | 2.9% | 4.4%
CCCCC(=O)Nc1ccc(C(=O)N2CCN(c3ccccc3OC)CC2)cc1 | 19.8 | -14.5% | -1.6% | 0.0% | 120.4%[activator] | 1.6% | -1.7%
S=C(NCc1ccncc1)Nc1ccccc1 | 0.4 | 43.2%[activator] | 2.3% | 3.9% | 1.8%[2.29 µM] | -29.7% | -6.5%
CC(=O)Nc1ccc(NC(=O)C(NS(=O)(=O)c2ccc3c(c2)OCCO3)C(C)C)cc1 (stereo unspecified) | -30.7 | 3.9% | · | 0.0% | -10.1% | 3.8% | ?
CCOC(=O)c1c(Cc2cccc(Cl)c2)c[nH]c1C | -62.3* | -7.5% | -2.3% | -3.3% | -19.9% | -3.4% | -2.1%
CCCNC(=O)c1ccc(N2CCC3(CC2)CC(c2ccccc2)=NO3)c(NC(=O)Cc2ccc(F)cc2)c1 | -15.6 | -1.8% | 1.2% | -6.1% | 6.8% | 3.5% | -3.5%
N#Cc1ccccc1Cn1c(SCC(=O)Nc2ccc(F)cc2)nc2ccccc21 | -10.9 | · | · | 1.7% | · | 6.3% | 3.1%
COC(CNC(=O)c1ccc2c(c1)nc(C)n2-c1cc(C)cc(C)c1)OC | 46.1 | 5.4% | 5.3% | 0.0% | 93.0%[activator] | -7.0% | 0.2%
CCOc1ccc2nc(N(Cc3cccnc3)C(=O)C3CCCCC3)sc2c1 | ? | · | · | -7.5% | · | 0.8% | 4.6%
O=C(c1ccc2c(c1)ncn2C1CCCCCC1)N1CCC2(CC1)OCCO2 | -16.8 | 2.7% | 2.0% | -7.8% | 46.6% | 9.8% | -3.6%
Cc1ccsc1C(=O)OCc1cc(=O)n2ccsc2n1 | 0.0 | -4.3% | · | -1.6% | -8.5% | -3.4% | -18.4%
CC1=C(C(=O)N2CCCCC2)C(c2cccs2)C2=C(CCCC2=O)N1 (stereo unspecified) | ? | 0.1% | 1.5% | -13.6% | -11.9% | ? | -2.2%
COc1ccc(/C=C(\C#N)C(=O)OCC(=O)NCc2ccccc2OC)cc1 | 17.4 | -5.4% | · | 0.1% | 31.6µM* | 1.7% | ?
CCC(=O)N1CCc2cc(CNS(=O)(=O)c3cccs3)ccc21 | 9.2 | · | · | -2.5% | · | -2.5% | -5.3%
Cc1ccc(CSCC(=O)NCCc2ccccc2)cc1 | -100.3* | -4.1% | 0.9% | -5.0% | -4.4% | -6.3% | -13.1%
O=C(C1CCN(S(=O)(=O)N2CCC3(CC2)OCCO3)CC1)N1CCN(Cc2ccccc2)CC1 | 9.4 | 6.5% | -1.5% | 14.1% | 4.9% | 5.2% | 2.3%
CCCCOC(=O)c1cc(C)nc2ccc(Br)cc12 | -20.6 | 30.0% | -1.9% | -1.4% | 32.5% | -2.7% | ?
Cc1cc(C)cc(NC(=O)OCCN2CCN(Cc3ccccc3)CCC2=O)c1 | -20.1 | 4.1% | 2.5% | -2.4% | 173.8%[activator] | -18.8% | ?
Oc1ccc(Br)cc1/C=N/n1c(COc2ccccc2)n[nH]c1=S | -31.9 | 90.6%[activator] | -0.4% | -29.8% | -38.5% | -18.8% | -8.7%
Cc1ccc(S(=O)(=O)c2nc(S(=O)(=O)c3ccc(C)cc3)c(NC(C)C)s2)cc1 | 6.1 | · | · | 3.8% | · | 0.6% | 11.5%
Nc1cccc(Nc2nc(OC(C(F)(F)F)C(F)(F)F)nc(OC(C(F)(F)F)C(F)(F)F)n2)c1 | -107.2* | 4.4% | 1.2% | -8.4% | 5.9% | 11.9% | -7.2%
CCOc1ccc(NC(=O)CC2C(=O)N(c3ccccc3)C(=O)N2CCc2ccc(OC)cc2)cc1 (stereo unspecified) | 14.7 | · | · | 0.3% | · | 5.7% | 6.7%
Cn1c(-c2cc(Cl)ccc2O)nc2c1c(=O)[nH]c(=O)n2Cc1ccccc1 | -4.7 | 5.4% | 2.8% | -0.3% | -30.5% | -2.0% | 4.7%
O=C(Nc1ccccc1C(=O)Nc1ccc2c(c1)OCO2)c1cccs1 | 104.0 | -19.0% | 2.9% | 24.9% | -35.7% | -14.2% | -5.4%

In another format: results already given.
| Compound | HCMV antiviral | AMA1 RON2 block | LmPK inhibitor | TbPYK inhibitor | AmpC inh no detg | Sm TGR inh | AmpC detergent |
| --- | --- | --- | --- | --- | --- | --- | --- |
| COC(CNC(=O)c1ccc2c(c1)nc(C)n2-c1cc(C)cc(C)c1)OC | 46.1 | 5.4% | 5.3% | 0.0% | 93.0%[activator] | -7.0% | 0.2% |
| Nc1cccc(Nc2nc(OC(C(F)(F)F)C(F)(F)F)nc(OC(C(F)(F)F)C(F)(F)F)n2)c1 | -107.2* | 4.4% | 1.2% | -8.4% | 5.9% | 11.9% | -7.2% |

Back to the main list; the 2 compounds before the break are reprinted first.
SMILES | HCMV antiviral | AMA1 RON2 block | LmPK inhibitor | TbPYK inhibitor | AmpC inh no detg | Sm TGR inh | AmpC detergent
Cn1c(-c2cc(Cl)ccc2O)nc2c1c(=O)[nH]c(=O)n2Cc1ccccc1 | -4.7 | 5.4% | 2.8% | -0.3% | -30.5% | -2.0% | 4.7%
O=C(Nc1ccccc1C(=O)Nc1ccc2c(c1)OCO2)c1cccs1 | 104.0 | -19.0% | 2.9% | 24.9% | -35.7% | -14.2% | -5.4%
CCCc1nn2c(N)c(/C=C3\C=Nc4ccccc43)c(=O)nc2s1 | -15.4&23.3 | 36.6%&7.0%[activator] | -1.9%&1.4% | -5.2%&7.1% | 89.7%&70.4%[activator] | -9.2%&-8.9% | -0.7%&0.0%
COc1ccc(OC)c(NC(=O)CSc2ncnc3sc(C)cc23)c1 | -19.5 | -8.8% | · | 0.6% | · | · | ·
COC(=O)c1nc(NNC(=O)c2ccccc2)sc1-c1ccccc1 | 87.0 | 102.3%[activator] | 2.8% | -6.7% | -17.7% | 22.5% | 5.2%
Cc1cc2cc3c(cc2nc1SCC(=O)OC(C)C)OCCO3 | 60.5 | 1.0% | -0.4% | -8.8% | -11.2% | 1.9% | -0.1%
COc1ccc2c(C)cc3n[nH]c(=S)n3c2c1 | ? | 75.0%[activator] | -6.9% | ? | -17.0% | -3.3% | -0.7%
CCn1c(SCC(=O)NCCc2ccccc2)nc2c([nH]c3ccccc32)c1=O | 90.7 | 0.0% | -11.3% | -7.9% | -8.5% | 2.1% | -4.9%
COc1ccc(C(=O)COC(=O)/C=C/c2ccco2)cc1F | -28.9 | -5.8% | · | -9.9% | -29.1% | 22.4µM* | -2.5%
CCOc1ccc2oc(C(=O)OCC(=O)N3CCCC(C)C3)c(C)c2c1 (stereo unspecified) | ? | 3.5% | · | 3.2% | 52.5% | 0.8% | -3.9%
COc1cc(CN2CCN(c3cc(C)ccc3C)CC2)cc([N+](=O)[O-])c1O | -4.1 | -2.0% | · | -2.4% | · | · | ·
Cc1ccc2cc(NC(=O)C3(C)CCN(C)C3)ccc2n1 (stereo unspecified) | 9.1 | 9.0% | · | 0.6% | · | · | ·
O=C(NCCN1C(=O)S/C(=C/c2cccnc2)C1=O)C1CC(=O)N(Cc2ccccc2)C1 (stereo unspecified) | ? | -4.2% | 2.7% | -1.2% | -6.6% | -10.1% | -13.7%
CCc1cccc(CC)c1NC(=O)Cn1c(=O)c(-c2cc(C)ccc2NC(C)=O)nc2ccccc21 | -4.2 | · | · | -5.2% | · | 5.2% | 10.2%
C=CCn1nc(-c2ccccc2)c(N2CCCCC2)cc1=O | -31.0 | 8.1% | -15.7% | -7.0% | 50.3% | -2.1% | -0.2%
COc1ccc(NC(=O)c2ccc(N3C(=O)C4CC=C(C)CC4C3=O)cc2)c(OC)c1 (stereo unspecified) | ? | -4.4% | -1.9% | 2.8% | 15.9% | -23.7% | 0.7%
O=C(Cn1c(=O)c2cccn2c2ccccc21)Nc1cc(F)ccc1F | 4.3&-22.1 | -11.1% | -11.7% | -0.7%&-7.6% | -46.0% | 3.7%&5.0% | -0.6%&5.3%
Cc1ccc(CN(C)C(=O)c2cc(COc3cccc(C(F)(F)F)c3)on2)o1 | 147.7 | -0.5% | 3.0% | ? | 17.4% | 10µM* | -1.2%
Nc1nc(-c2ccccc2)nc2sc3c(c12)CCCC3 | 205.4 | -4.0% | -3.1% | -7.4% | -18.1% | 0.1% | -8.2%
Cc1nn(Cc2ccc(C(=O)Nc3ccccc3F)cc2)c(C)c1Cl | -61.8* | -7.6% | 5.7% | ? | 24.9% | · | 1.6%
COc1cccc(-c2noc(COc3cccc(C)c3C)n2)c1 | 29.4 | · | · | -11.9% | · | 4.9% | 15.0%
Cc1oc(-c2cc(F)ccc2F)nc1CN(C)Cc1ccc2nccnc2c1 | -16.2 | -12.0% | 5.7% | 0.5% | -22.9% | 8.3% | -7.3%
CCC(c1nnc(SCC(=O)Nc2cccc(S(N)(=O)=O)c2)n1Cc1ccccc1)N(C)C (stereo unspecified) | -2.7 | 1.7% | -1.3% | -0.8% | -21.0% | 9.2% | 6.1%
Cc1ccc(S(=O)(=O)NCC(=O)NC2CC2)cc1 | 36.2 | -3.9% | -9.5% | 1.5% | 146.6% | -9.3% | 0.2%
CCOC(=O)N(Cc1ccccc1)C1CC1 | -2.6 | -5.3% | · | 4.2% | · | · | ·
O=C(c1cccc(F)c1)N1CCN(Cc2c[nH]c3ccccc23)CC1 | · | ? | 0.4% | 3.5% | 0.2% | ? | -8.2%
CCC(=O)N1c2ccccc2CC1C(=O)NCc1ccc(N(C)C)cc1 (stereo unspecified) | 12.1 | · | · | 4.4% | · | -0.6% | -10.0%

Two compounds from above with just AmpC detergent, HCMV antiviral and TbPYK inhibitor.
Compound	AmpC detergent	HCMV antiviral	TbPYK inhibitor
Cc1cc(C)cc(NC(=O)OCCN2CCN(Cc3ccccc3)CCC2=O)c1	?	-20.1	-2.4%
Oc1ccc(Br)cc1/C=N/n1c(COc2ccccc2)n[nH]c1=S	-8.7%	-31.9	-29.8%
